PKA-R1A activ: activates the PKA-R1A holoenzyme complex. P00514+P68181. PKA-R1A dissociation, Cy5-IP20 fluorescence polarization; scaled: DMSO 0%, 113 µM cGMP 100%. activation, % at 11.4 µM. hit rate 0.083% among 340,000;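 active = percent activation above the mean of all tested compounds plus 3 SD, cut at about 19% in these data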;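 note: higher means more PKAc released from R1A so a rise in polarization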
MITF TRPM1 HTS: increases MITF-driven TRPM1 promoter luciferase signal; hit rate 0.75% among 300,000; SK-MEL-5 TRPM1-promoter luciferase, 24 h; % of positive control, neutral wells = 0; activation, % at 12.5 µM;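 active = mean activation of at least 80% with every replicate also reaching 80%; inconclusive = mean reaches 80% but some replicate falls short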;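 note: 0% = neutral control wells and 100% = parthenolide positive control wells; values of inactives mirror those of a sister screen read the other way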
SUMO Mot1 rescue: blocks SUMOylation pathway, rescuing yeast Mot1-301 growth | S. cerevisiae Mot1-301 growth rescue, ATP luminescence, 38.5C; percent above DMSO median, 100 means doubled | growth rescue, % at 18.8 µM | hit rate 1% among 320,000;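 active = every valid replicate shows activation above 250% relative to neutral control wells; inactive = the rest, any valid replicate at or below 250%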;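 note: OY570 slx delta 5 strain wells were the positive control but not used for scaling; some compounds called inactive have numbers as strong as hits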
DSG3 Ab inh: blocks pemphigus antibody binding to human desmoglein-3 | AID 588358 | binding (percent of control), % at 10 µM | DSG3-coupled beads, scFv-anti-DSG3-GFP binding, flow cytometry; active compounds read low | P32926 | hit rate 0.48% among 310,000;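 active = binding more than 3 SD below its plate's average and above zero; inconclusive = below that plate limit but binding exactly zero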;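 note: hits lower antibody fragment binding to DSG3; some compounds called inactive have numbers as strong as hits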
dFosB activator: mouse delta FosB homodimer activation. P13346. hit rate 0.99% among 340,000. purified delta FosB, TAMRA-CDK5 oligo fluorescence polarization; percent of positive-control signal above neutral wells. activation, % at 25 µM;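 active = mean activation above about 17%, with every replicate also reaching it, limit read from the data, passing the limit was not always enough; inconclusive = only one of the two conditions met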;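 note: fluorescence polarization rise as delta FosB binds a TAMRA Cdk5 AP-1 oligo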
Target sequence (P13346 whole entry, looked up): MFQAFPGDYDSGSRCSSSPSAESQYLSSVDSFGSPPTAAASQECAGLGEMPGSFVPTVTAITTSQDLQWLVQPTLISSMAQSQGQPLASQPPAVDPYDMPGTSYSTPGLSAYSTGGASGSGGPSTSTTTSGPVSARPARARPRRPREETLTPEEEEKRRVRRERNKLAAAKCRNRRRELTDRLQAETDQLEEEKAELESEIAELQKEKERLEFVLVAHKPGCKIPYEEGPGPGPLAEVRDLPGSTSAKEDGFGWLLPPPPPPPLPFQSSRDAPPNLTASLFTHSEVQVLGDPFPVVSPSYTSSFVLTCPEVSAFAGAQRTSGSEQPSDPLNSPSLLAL
Arrestin-AP2 inh: human beta-arrestin and AP2 interaction inhibition; FITC-arrestin peptide / GST-AP2 beads, flow cytometry; AP2 beta2 appendage carries R879A mutation; inhibition, % at 10 µM; hit rate 0.31% among 340,000; AID 504490;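 active = inhibition above a set limit, near 3 SD of compounds lacking own fluorescence, cut at about 54% in these data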;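 note: plate controls were DMSO wells for no effect and 5 µM unlabelled arrestin peptide for full effect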
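system = GST-tagged AP2 beta2-adaptin appendage (R879A) on 4 µm glutathione beads | reagent = FITC-labelled arrestin peptide probe, 50 nM final | schedule = compound with beads 12 min RT, then probe 1 h RT | signal = HyperCyt-sampled flow cytometry, FL1 channel, ex 488/em 535 nm | read-out = percent response from loss of bead-bound FITC fluorescence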
SR-BI uptake up: enhances SR-BI lipid uptake from DiI-HDL | CHO ldlA[mSR-BI] cells, DiI-HDL uptake fluorescence, 3 h; 100 = double the neutral-control signal | activation, % at 12.5 µM | hit rate 0.096% among 320,000 | AID 504775;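 active = mean replicate activation of at least 60% and every replicate at or above 60%; inconclusive = mean or all-replicate condition met, but not both; inactive = mean below 60% and not all replicates reaching 60%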;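 note: 0% = median plate neutral-control signal and 100% = twice that signal; values of inactives mirror those of a sister screen read the other way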
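Test system: SR-BI-overexpressing, LDLR-lacking CHO cells. Measured by: DiI fluorescence, bottom read. Medium: Ham's F12 with 0.5% BSA, HEPES 25 mM, pH 7.4. Timing: 3 h uptake period with compound, 37 °C.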
PKA-R2B activ: activators of human PKA-R2B complex; PKA-R2B holoenzyme dissociation, Cy5-IP20 fluorescence polarization; R2B truncated from residue 108, S112A mutant; 0% DMSO only, 100% 113 µM cGMP; activation, % at 11.4 µM; hit rate 0.079% among 340,000;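 active = activation above a cutoff set at the mean over all compounds plus 3 SD, cut at about 18% in these data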;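 note: higher means more holoenzyme dissociation and a rise in polarization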
SR-BI DiI inh: blocks mouse SR-BI lipid uptake from DiI-HDL | Q61009 | ldlA[mSR-BI] CHO cells, DiI-HDL uptake fluorescence, 3 h | inhibition, % at 12.5 µM | hit rate 0.96% among 320,000;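 active = mean replicate inhibition of at least 70% and a set share of replicates each scoring 70 or more; inconclusive = meets just one of the two criteria; inactive = fails both criteria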;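 note: 0% = median of neutral control wells and 100% = median of positive control wells; values of inactives mirror those of a sister screen read the other way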
CDK5 inh: CDK5/p35 (human) kinase inhibition; Recombinant CDK5/p35, ADP-Glo luminescence, 60 min; hit rate 0.01% among 330,000; inhibition, % at 10 µM; AID 488839;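 active = highest replicate inhibition of at least 50% and at least 75% of replicates reaching 50%; inconclusive = only one of the two criteria met; inactive = both criteria failed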;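 note: plate controls were DMSO neutral control for no effect and GW8510 at 10 µM for full effect; many of its hits are not listed in these tables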
Target sequence (Q00535 whole entry, looked up): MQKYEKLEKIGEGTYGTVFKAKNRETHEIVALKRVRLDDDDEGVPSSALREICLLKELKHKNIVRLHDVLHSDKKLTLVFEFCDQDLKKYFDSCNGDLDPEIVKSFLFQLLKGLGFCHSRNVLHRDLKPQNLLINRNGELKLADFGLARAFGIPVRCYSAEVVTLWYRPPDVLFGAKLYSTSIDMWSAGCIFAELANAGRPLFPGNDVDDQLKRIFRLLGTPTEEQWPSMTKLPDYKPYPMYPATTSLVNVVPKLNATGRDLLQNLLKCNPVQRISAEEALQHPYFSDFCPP
Target sequence (Q15078 whole entry, looked up): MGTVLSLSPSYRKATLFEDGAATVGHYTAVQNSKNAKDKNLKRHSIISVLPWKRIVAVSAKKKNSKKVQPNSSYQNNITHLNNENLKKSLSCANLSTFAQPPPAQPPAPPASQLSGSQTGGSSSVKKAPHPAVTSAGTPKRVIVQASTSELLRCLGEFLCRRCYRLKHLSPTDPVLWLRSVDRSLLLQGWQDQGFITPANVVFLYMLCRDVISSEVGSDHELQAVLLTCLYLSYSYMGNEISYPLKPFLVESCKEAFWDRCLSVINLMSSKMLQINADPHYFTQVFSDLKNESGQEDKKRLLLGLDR
NSD2 HMT inh: inhibitors of human histone methyltransferase NSD2; O96028; NSD2 peptide methylation, AlphaScreen, 120 min; inhibition, % at 12.5 µM; hit rate 0.54% among 310,000; AID 743445; in the data active = inhibition above about 50%
* = called active by the depositor; ? = inconclusive; . = no result given.

cpd	molecule	PKA-R1A activ	MITF TRPM1 HTS	SUMO Mot1 rescue	DSG3 Ab inh	dFosB activator	Arrestin-AP2 inh	SR-BI uptake up	PKA-R2B activ	SR-BI DiI inh	CDK5 inh	NSD2 HMT inh
1	CCCc1ccc2oc(C(=O)NCCN3CCCC(C(N)=O)C3)c(C)c2c1 (stereo not drawn)	-9	8	4	.	-8	9	-5	-14	5	-1.1	2
2	CC(=O)Nc1ccc2nc(-c3ccccn3)[nH]c2c1	-9	44	16	105	9	21	1	6	-1	-0.8	-4
3	O=c1cc(CN2CCC3(CC2)OCCO3)c2c(ccc3ccccc32)o1	0	-11	-11	.	-28	4	2	7	-2	-1.1	.
4	CCNc1nc(OC)nc(N2CCC(Cc3ccccc3)CC2)n1	-3	19	0	95	3	8	2	-7	-2	1.2	5
5	COc1ccc(C(=O)OCC(=O)N2C(C)CCCC2C)cc1S(=O)(=O)N1CCOCC1 (stereo not drawn)	-3	11	-14	116	0	23	21	8	-21	-0.4	-14
6	O=C(CCCN1C(=O)C(c2ccccc2)Oc2cccnc21)NCc1ccccc1Cl (stereo not drawn)	-11	-15	6	108	-2	1	1	6	-1	-1.8	-6
7	CN(C)C(CNC(=O)c1cc2ccccc2o1)c1ccco1 (stereo not drawn)	-6	-10	194	.	-8	-3	21	-4	-21	0.4	3
8	Cn1c(-c2ccccc2)cc(=O)n1-c1ccccc1	7	9	.	.	-3	-10	-1	-1	1	0.6	-1
9	COc1ccc(-c2c(C)nn(Cc3ccccc3)c2N)cc1	-8	-6	-4	102	-16	0	-5	-4	5	2.5	2
10	CCOC(=O)c1c(NC(=O)CN2CCCc3ccccc32)sc(C)c1CC	5	-15	0	137	-12	-4	-55	-17	55	-8.0	1
11	CCc1nc(SCc2ccccc2C)n[nH]1	-1	.	-33	103	5	24	-13	-4	13	1.0	-2
12	Cc1ccc(C(=O)OC(C)CN2CCOCC2)cc1 (stereo not drawn)	3	3	-6	109	-6	-3	4	-5	-4	2.5	-3
13	CC(Sc1nc2ccccc2s1)C(=O)NCc1ccc2c(c1)OCO2 (stereo not drawn)	6	-6	-3	104	3	2	16	-6	-16	-0.8	2
14	Cc1nnc(SCC(=O)NC2CCCC2)n1-c1ccccc1	2	13	2	113	-4	-5	10	9	-10	-2.0	-3
15	COc1ccc(C)cc1NC(=O)COC(=O)c1ccc2c(c1)OCO2	-6	2	22	100	1	16	18	5	-18	-1.1	-2
16	Cc1ccc(-c2n[nH]c(=S)n2/N=C/c2cccn2C)cc1	-7	-2	-1	97	4	3	-5	9	5	3.6	7
17	COc1ccccc1CNc1ccc2nnc(CCNC(=O)c3ccc(C)cc3)n2n1	-3	-12	-21	99	-8	-19	-4	-5	4	0.0	.
18	CCSc1nnc(NC(=O)CSC2=NCCS2)s1	-1	6	.	106	3	-15	10	4	-10	-1.0	.
19	CCC(=O)Nc1c(C)c(CC)nc2ccccc12	0	-8	-29	98	-3	25	-2	2	2	-1.0	0
20	COc1cc(C=O)ccc1OCCCOc1ccccc1C(=O)O	-14	-24	1	.	-10	5	18	4	-18	-2.7	3
21	S=c1[nH]nc(Nc2ccccc2)s1	.	20	-1	103	1	-19	-22	.	22	-0.8	-4
22	CCOC(=O)C1CCN(C(=O)CCn2c(=O)[nH]c3ccsc3c2=O)CC1	-7	.	-5	.	-3	3	12	1	-12	-7.2	6
23	O=C(CSc1nc2[nH]c(=O)cc(O)c2s1)NCCc1ccccc1	-16	4	.	105	1	-14	42	-6	-42	0.9	1
24	CC(C)NC(=O)CN(C(=O)CCC(=O)Nc1ccccn1)c1ccc(F)c(Cl)c1	0	.	-6	111	6	9	6	6	-6	1.3	.
25	CC(=O)C1CCCN(C(=O)c2ccc3nc(Cc4cccc(Cl)c4)oc3c2)C1 (stereo not drawn)	-18	11	13	118	-6	-5	-25	-6	25	-1.4	-6
26	Cc1ccc(C2=CC(=O)CC(C)(C)C2)cc1	5	40	22	105	3	5	-10	0	10	-0.6	.
27	CCCN(CCC)CCCNC(=O)c1cn(CC)c2ccc(S(=O)(=O)N(C)C3CCCCC3)cc2c1=O	5	-50	206	.	-16	-2	10	6	-10	-1.4	20
28	O=C(Nc1nc(-c2ccccn2)cs1)c1ccc(Br)s1	2	.	94	.	-26	-8	-23	-4	23	-2.6	2
29	Cc1nc(C)c(C(=O)C2=C(O)C(=O)N(CCN3CCOCC3)C2c2ccco2)s1 (stereo not drawn)	-5	-3	1	104	-2	4	-8	-6	8	-0.5	2
30	O=c1[nH]c(N2CCc3ccccc32)nc2c1CCCC2	-12	30	4	108	9	-5	1	-15	-1	0.2	0

Carrying on:
cpd	molecule	PKA-R1A activ	MITF TRPM1 HTS	SUMO Mot1 rescue	DSG3 Ab inh	dFosB activator	Arrestin-AP2 inh	SR-BI uptake up	PKA-R2B activ	SR-BI DiI inh	CDK5 inh	NSD2 HMT inh
31	Cc1ccc(N(CC(O)CON=C2c3ccccc3-c3ccccc32)S(C)(=O)=O)cc1 (stereo not drawn)	6	1	8	99	-11	-8	-33	-23	33	1.6	-1
32	COc1cccc(CSc2nccn2C)c1	-3	.	-16	112	3	2	4	0	-4	1.5	8
33	CCOC(=O)C1=C(C)N(CCCCCC(=O)O)C(=O)NC1c1ccccc1Cl (stereo not drawn)	5	5	193	102	-1	4	-12	0	12	0.2	.
34	CCCCNC(=S)N/N=C/c1ccc(OCC(=O)Nc2c(C)cc(C)cc2C)c(OC)c1	-11	2	-5	93	22*	103*	-55	-2	55	-0.9	-2
35	Cc1cccc(NC(=O)COc2nsnc2N2CCOCC2)c1	0	23	7	95	0	11	-18	-3	18	-0.8	1
36	c1csc(CNCc2ccncc2)c1	2	4	-12	106	-4	19	2	-5	-2	0.9	-2
37	CCCCC(=O)C1CCN(Cc2ccccc2)CC1	2	7	13	.	-5	-2	15	1	-15	-0.1	1
38	O=C1C2C(C(=O)N1/N=C/c1ccc(N3CCCCC3)o1)C1C=CC2C12CC2 (stereo not drawn)	1	-7	418	116	-1	30	7	-8	-7	0.0	-4
39	CCC(C)NS(=O)(=O)c1ccc(NC(C)=O)cc1 (stereo not drawn)	-10	2	4	93	-4	12	18	-4	-18	-0.1	-1
40	CCN(CC)c1ccc(S(=O)(=O)N2CCOCC2)cc1NC(=O)CSc1nncn1C	4	-4	-23	.	4	-16	13	-1	-13	0.0	-4
41	O=C(Nc1ccc2c(c1)CCC2)c1cccc(S(=O)(=O)N2CCN(c3ccccc3)CC2)c1	4	-12	-10	100	-10	1	-36	0	36	1.4	6
42	O=C(O)c1ccccc1-c1cc2ccccc2[nH]1	1	.	1	113	7	2	-15	-1	15	-3.0	-1
43	O=C(COCC(=O)N/N=C/c1ccc(F)cc1)N/N=C/c1ccc(F)cc1	-12	29	13	85	2	-1	12	8	-12	0.7	-2
44	CN(C)CCNc1c2c(nc3ccccc13)CCC2	5	-4	-15	117	?	6	-6	-3	6	0.7	19
45	O=C(NC1CCCCC1)C(c1ccncc1)N(C(=O)c1csnn1)c1cccc(F)c1 (stereo not drawn)	10	-9	4	.	2	19	15	-8	-15	0.3	-1
46	Cc1ccc(C(=O)CSC2=C(C#N)C(c3ccco3)C3=C(CC(C)(C)CC3=O)N2)cc1 (stereo not drawn)	-17	.	6	87	-5	19	-40	-5	40	-0.5	.
47	COc1ccccc1NC(=O)NCC1CC1(Cl)Cl (stereo not drawn)	-7	7	8	103	2	0	-61	-1	61	1.1	-5
48	C=CCn1c(COc2ccc(F)cc2)nnc1SCC(=O)Nc1cccc(S(N)(=O)=O)c1	.	3	-10	102	-11	-8	-12	.	12	0.8	-1
49	Cc1cc(NC(=O)COc2cccnc2[N+](=O)[O-])no1	10	9	12	.	-1	28	16	3	-16	0.1	-1
50	Cc1ccccc1NC(=O)CN(C)S(=O)(=O)c1ccc(-c2ccc(=O)[nH]n2)s1	3	5	-7	106	-9	24	-10	1	10	.	0
51	S=C(NCc1ccccc1)NCc1cccc(Cl)c1	-6	22	29	.	-8	9	28	5	-28	0.7	1
52	O=C(Nc1cc(S(=O)(=O)N2CCOCC2)ccc1N1CCCCC1)c1ccccc1Br	6	-4	39	90	-14	5	-3	-2	3	0.7	8

Structures from the list above with an aryl thioether with sulfur outside any ring:
cpd	molecule	PKA-R1A activ	MITF TRPM1 HTS	SUMO Mot1 rescue	DSG3 Ab inh	dFosB activator	Arrestin-AP2 inh	SR-BI uptake up	PKA-R2B activ	SR-BI DiI inh	CDK5 inh	NSD2 HMT inh
11	CCc1nc(SCc2ccccc2C)n[nH]1	-1	.	-33	103	5	24	-13	-4	13	1.0	-2
13	CC(Sc1nc2ccccc2s1)C(=O)NCc1ccc2c(c1)OCO2 (stereo not drawn)	6	-6	-3	104	3	2	16	-6	-16	-0.8	2
14	Cc1nnc(SCC(=O)NC2CCCC2)n1-c1ccccc1	2	13	2	113	-4	-5	10	9	-10	-2.0	-3
18	CCSc1nnc(NC(=O)CSC2=NCCS2)s1	-1	6	.	106	3	-15	10	4	-10	-1.0	.
23	O=C(CSc1nc2[nH]c(=O)cc(O)c2s1)NCCc1ccccc1	-16	4	.	105	1	-14	42	-6	-42	0.9	1
32	COc1cccc(CSc2nccn2C)c1	-3	.	-16	112	3	2	4	0	-4	1.5	8
40	CCN(CC)c1ccc(S(=O)(=O)N2CCOCC2)cc1NC(=O)CSc1nncn1C	4	-4	-23	.	4	-16	13	-1	-13	0.0	-4
48	C=CCn1c(COc2ccc(F)cc2)nnc1SCC(=O)Nc1cccc(S(N)(=O)=O)c1	.	3	-10	102	-11	-8	-12	.	12	0.8	-1

High-throughput results (PubChem)
